# Wee1 stabilizer: inhibitors of human Wee1 degradation; HeLa Luc-Wee1K328M stability, luciferase luminescence; 100% = proteasome inhibitor MG132 effect; P30291; 220,000 compounds, 1.2% hits; reporter increase, % at 5 µM;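 active = activation above the mean of all tested compounds plus 3 SD, set per screening run, cut at about 8.8% in these data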;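 also: cells exposed to compound for 20 h before luminescence read; 0% = DMSO alone and 100% = MG132 at 30 µM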
# Target sequence (P30291 whole entry K328M): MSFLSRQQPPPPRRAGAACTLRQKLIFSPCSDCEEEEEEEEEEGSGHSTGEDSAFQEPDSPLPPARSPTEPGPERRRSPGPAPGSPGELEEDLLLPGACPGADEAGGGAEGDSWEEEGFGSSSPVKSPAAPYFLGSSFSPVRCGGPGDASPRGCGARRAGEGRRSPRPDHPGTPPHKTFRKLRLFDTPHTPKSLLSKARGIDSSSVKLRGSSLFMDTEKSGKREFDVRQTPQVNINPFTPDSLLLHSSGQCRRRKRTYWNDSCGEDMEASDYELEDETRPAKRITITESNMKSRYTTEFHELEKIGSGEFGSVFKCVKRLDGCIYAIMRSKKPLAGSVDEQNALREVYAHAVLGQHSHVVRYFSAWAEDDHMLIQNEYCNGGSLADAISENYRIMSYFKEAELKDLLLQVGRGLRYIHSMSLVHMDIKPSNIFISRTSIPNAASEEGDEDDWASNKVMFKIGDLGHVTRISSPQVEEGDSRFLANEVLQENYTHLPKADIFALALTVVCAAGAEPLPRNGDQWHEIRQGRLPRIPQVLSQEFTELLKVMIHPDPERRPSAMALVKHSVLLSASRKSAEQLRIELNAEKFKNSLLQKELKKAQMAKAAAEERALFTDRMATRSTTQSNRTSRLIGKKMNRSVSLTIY
# FXIa inh: factor XIa (human) inhibition; P03951; inhibition, % at 5 µM; purified FXIa, Boc-Glu-Ala-Arg-AMC fluorogenic substrate; 220,000 compounds, 0.14% hits;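 active = inhibition of at least 40%; inactive = inhibition below 40%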;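 also: fluorescence of freed AMC excited at 355 nm; 0% = enzyme without compound and 100% = no enzyme blank; many of its hits are not listed in these tables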
# PPC-1+TRAIL kill: kills PPC-1 cancer cells in the presence of TRAIL; PPC-1 cells + TRAIL, ATPLite viability luminescence; cell killing (% activity), % at 4 µM; 220,000 compounds, 0.41% hits;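 active = cell killing above 50% in the first pass at 4 µM, then a duplicate retest at 5 µM averaging 50% or more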;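 also: plate controls were cells with TRAIL plus DMSO for no effect and medium-only wells lacking cells for full effect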
# CHOP inhibitor: inhibitors of CHOP induction in ER stress response | CHO-K1 CHOP-promoter luciferase, tunicamycin-induced, 15-18 h | inhibition, % at 10 µM | 220,000 compounds, 3.8% hits;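 active = compounds that reduced the stress-induced luciferase reporter signal by more than about 70% of percent inhibition, limit read from the data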;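 also: 0% = tunicamycin plus vehicle and 100% = wells without tunicamycin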
# zVAD death inh: L929 zVAD cell death inhibition; L929 zVAD necroptosis rescue, ATP luminescence, 24 h; with zVAD 60 µM; 220,000 compounds, 0.38% hits; viability rescue, % at 10 µM; AID 1377;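 active = activation, scaled between plate controls, above about 75%, limit read from the data; inactive = activation under that limit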;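 also: 0% = zVAD with DMSO and 100% = DMSO alone without zVAD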
# Tb hexokinase: blocks Trypanosoma brucei hexokinase 1 activity. recombinant TbHK1, G6PDH-coupled NADH A340. inhibition, % at 10 µM. 220,000 compounds, 0.11% hits;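 active = inhibition of 50% or more in the single-dose primary screen; inactive = inhibition below 50%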
# EP2 antag: blocks the human prostaglandin E2 receptor EP2. P43116. C6 glioma cells expressing human EP2, cAMP TR-FRET; cells stimulated with saturating PGE2. inhibition, % at 25 µM. 260,000 compounds, 0.52% hits. AID 1422;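 active = percent inhibition above 40 after rounding to a whole number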;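 also: rat C6 glioma host cells with rolipram phosphodiesterase inhibitor present; the protocol text gives 20 µM as final concentration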
# Target sequence (P43116 whole entry, looked up): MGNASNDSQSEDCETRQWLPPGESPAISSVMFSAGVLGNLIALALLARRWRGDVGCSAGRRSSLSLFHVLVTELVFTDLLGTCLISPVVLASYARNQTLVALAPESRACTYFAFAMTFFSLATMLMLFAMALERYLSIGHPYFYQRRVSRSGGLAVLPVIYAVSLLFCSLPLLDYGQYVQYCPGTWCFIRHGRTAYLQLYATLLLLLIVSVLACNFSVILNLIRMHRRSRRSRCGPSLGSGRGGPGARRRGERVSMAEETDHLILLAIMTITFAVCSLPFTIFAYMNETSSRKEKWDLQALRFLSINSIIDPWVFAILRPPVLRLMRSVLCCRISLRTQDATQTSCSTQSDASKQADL
# FXIIa inh 1536: factor XIIa (human) inhibition; P00748; purified FXIIa, Boc-QGR-AMC fluorogenic substrate, 2 h; inhibition, % at 5 µM; 220,000 compounds, 0.3% hits; AID 800; in the data active = inhibition above about 40%;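 also: 0% = enzyme with no compound and 100% = blank without enzyme; many of its hits are not listed in these tables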
# TNF death inh: TNF-alpha cell death inhibition in Jurkat FADD-/- cells; Jurkat FADD-/- TNF necroptosis rescue, ATP luminescence, 24 h; 0 = TNF only, 100 = no-TNF cells; activation (protection from cell death), % at 10 µM; 220,000 compounds, 0.068% hits; AID 463075;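 active = activation, meaning protection from cell death, of at least 50% relative to plate controls; inactive = activation below 50%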;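 also: necroptosis triggered by 40 ng/mL TNF-alpha added together with compound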
# * marks the source's active call; other numbers are inactive results; / = no result given; [ ] = dose if it differs, or a comment. The list is partial, so the mix of outcomes need not match the whole.
# Fields – Wee1 stabilizer	FXIa inh	PPC-1+TRAIL kill	CHOP inhibitor	zVAD death inh	Tb hexokinase	EP2 antag	FXIIa inh 1536	TNF death inh
Cc1cc(NC(=O)C2C3C(=O)N(CC4CCCO4)C(C(=O)NCc4ccccc4)C34C=CC2(C)O4)no1 (stereo not given)
 : -2	4	13	18	0.8	-3	-7	11	-2.0
CCCN(CCC)C(=O)C1CCN(c2cc(C)nc3c(-c4ccc(OC)c(OC)c4)c(C)nn23)CC1
 : -3	4	16	30	0.5	-18	14	17	-2.6
CC(C)(C)c1ccc(C(=O)NNc2cc(N3CCCCC3)nc(N3CCCCC3)n2)cc1
 : 0	-3	10	46	1.3	-6	11	9	-6.8
c1nnc2c3c4c(sc3ncn12)CCCC4
 : -2	-2	-18	15	-0.3	5	9	6	-0.6
Clc1ccc2c(c1)CNc1c(ncnc1N1CCOCC1)O2
 : -1	2	1	8	0.0	-3	13	8	-4.9
CCN(CC)CCCN1C(=O)CSC1c1ccc([N+](=O)[O-])cc1 (stereo not given)
 : 0	-4	-14	-11	-1.0	0	10	4	1.4
C/C(Cc1ccccc1)=N\NC(=O)c1ccc(F)cc1
 : 3	2	-26	-1	0.5	-9	9	0	1.7
COc1ccc(N=c2scc(C)n2CCCN2CCCC2=O)cc1
 : -4	-1	-9	6	-0.5	-5	5	12	2.0
O=S(=O)(Nc1ccc2c(c1)OCCO2)c1cnc[nH]1
 : 0	-1	27	8	-0.8	2	13	7	1.8
COc1ccc(CCNC(=O)NC2CCCCC2)cc1
 : 2	5	19	3	0.0	0	7	17	-0.5
CC1(c2nnc(-c3ccc(Cl)cc3)o2)CC(c2ccc(Cl)cc2)=NO1 (stereo not given)
 : /	-3	14	1	0.0	1	14	2	0.1
CC(c1nnnn1C(C)(C)C)N(Cc1cccnc1)Cc1ccccc1Cl (stereo not given)
 : 2	1	2	25	-0.6	-5	12	10	-0.3
CC(C)CC1(C(=O)NCCc2c[nH]c3ccccc23)C=CCN1C(=O)c1ccccc1 (stereo not given)
 : -2	-5	12	17	1.3	0	10	-1	-0.5
CCC(=O)Nc1ccc(-c2nnc(SCC(=O)Nc3nccs3)n2C)cc1
 : 2	10	4	7	0.1	1	3	13	0.0
CCOC(=O)CC(=O)Nc1ccc(Br)cc1C(=O)O
 : -3	2	10	2	0.0	2	11	12	0.2
Cc1onc(-c2c(F)cccc2Cl)c1C(=O)NNC(=O)C1CCN(Cc2ccccc2)CC1
 : 0	-1	-1	4	1.1	-1	2	8	0.3
CC(=O)c1cccc(NC(=S)NC2CCCCC2)c1
 : -3	-1	12	6	/	-2	2	6	-2.4
CC(OC(=O)c1ccc(Cl)c(S(=O)(=O)N2CCc3ccccc32)c1)C(=O)Nc1ncc(Cl)cc1Cl (stereo not given)
 : 0	0	-10	8	1.3	2	9	5	2.9
CC(C)(C)OC(=O)CNC(=O)c1[nH]cnc1C(=O)N[C@@H](Cc1ccccc1)C(=O)OC(C)(C)C
 : /	-4	-5	90*	0.1	2	18	4	2.4
O=[N+]([O-])c1cccc(/C=N/NC2=NS(=O)(=O)c3ccccc32)c1
 : 8	0	-4	14	0.0	-7	5	11	0.0
CCCC(=O)Nc1cc(C)c(NC(=O)C23CC4CC(CC(C4)C2)C3)cn1
 : -1	1	-7	-24	8.7	-4	17	13	0.6
CCOC(=O)CC1=NN(c2ccccc2)C(=O)C1
 : 1	-3	27	14	0.9	-5	10	0	0.4
O=C(NNC(=O)c1ccccc1Br)c1ccc(Cl)c(Cl)c1
 : -3	4	14	5	0.2	-6	12	11	-1.1
CCOC(=O)C1CCCN(C(=O)C2CCN(S(=O)(=O)N3CCC4(CC3)OCCO4)CC2)C1 (stereo not given)
 : 3	6	0	-8	-0.1	5	13	-1	-3.6
CN(C)NC(=S)Nc1ccc(S(=O)(=O)N2CCCCC2)cc1
 : -3	2	3	-3	0.8	-2	11	8	2.4
O=C(CSc1nc2ccccc2n1CC(=O)NCc1ccccc1)NCc1ccco1
 : 1	2	9	-13	-0.2	6	11	8	-1.8
Cc1cc(C(=O)Nc2nc(-c3ccccn3)cs2)ccc1[N+](=O)[O-]
 : 0	0	-2	-20	-0.8	-7	2	8	-7.4
Cc1cc(OCC(=O)O/N=C(\N)c2ccccc2)cc(C)c1Cl
 : 2	1	2	68	-0.1	-11	6	9	-1.7
CCCCOCCCNC(=O)CN1C(=O)c2ccccc2C1=O
 : 4	0	32	19	0.6	-8	10	13	0.9
O=C(CCSc1nnc(-c2ccncc2)o1)Nc1ccccc1Cl
 : 4	1	15	-4	-0.4	-8	-1	11	1.7

# 5 compounds out of the list above, sorted by the value under FXIa inh, smallest number first.
mol	FXIa inh
CC(C)(C)OC(=O)CNC(=O)c1[nH]cnc1C(=O)N[C@@H](Cc1ccccc1)C(=O)OC(C)(C)C	-4
CC1(c2nnc(-c3ccc(Cl)cc3)o2)CC(c2ccc(Cl)cc2)=NO1 (stereo not given)	-3
CC(=O)c1cccc(NC(=S)NC2CCCCC2)c1	-1
Clc1ccc2c(c1)CNc1c(ncnc1N1CCOCC1)O2	2
CCOC(=O)C1CCCN(C(=O)C2CCN(S(=O)(=O)N3CCC4(CC3)OCCO4)CC2)C1 (stereo not given)	6

# Returning to the listing, repeating the four entries before the break.
# Fields – Wee1 stabilizer	FXIa inh	PPC-1+TRAIL kill	CHOP inhibitor	zVAD death inh	Tb hexokinase	EP2 antag	FXIIa inh 1536	TNF death inh
Cc1cc(C(=O)Nc2nc(-c3ccccn3)cs2)ccc1[N+](=O)[O-]
 : 0	0	-2	-20	-0.8	-7	2	8	-7.4
Cc1cc(OCC(=O)O/N=C(\N)c2ccccc2)cc(C)c1Cl
 : 2	1	2	68	-0.1	-11	6	9	-1.7
CCCCOCCCNC(=O)CN1C(=O)c2ccccc2C1=O
 : 4	0	32	19	0.6	-8	10	13	0.9
O=C(CCSc1nnc(-c2ccncc2)o1)Nc1ccccc1Cl
 : 4	1	15	-4	-0.4	-8	-1	11	1.7
COc1cccc(-n2c(C)cc(/C=C3/C(=N)N4C(=NC3=O)SN=C4S(C)(=O)=O)c2C)c1
 : 1	0	-5	20	0.7	-2	6	7	-0.4
Cc1cc(/C=C(\C#N)C(=O)O)c(C)n1CC1CCCO1 (stereo not given)
 : 2	26	-9	-1	0.8	-41	9	26	0.8
COc1cc(C2C(C(N)=O)=C(C)Nc3nc(CCCO)nn32)cc(OC)c1OC (stereo not given)
 : /	1	-18	-20	0.2	-11	13	15	-0.3
COc1ccc(-c2csc(C3=C(O)CN(Cc4ccc(S(N)(=O)=O)cc4)C3=N)n2)cc1OC
 : -1	5	10	56	3.1	-5	24	5	1.2
COc1ccc(CCC(=O)NCCCNC(=O)CCc2ccc(OC)cc2)cc1
 : 0	3	9	42	0.1	26	13	15	1.6
COCCN(C)C(=O)CCc1nnc(Cc2ccc(-c3ccccc3)cc2)o1
 : 0	-2	-9	13	-0.5	-5	9	10	0.7
O=C(NCCc1ccc(S(=O)(=O)N2CCCC2)cc1)c1cccs1
 : -2	-15	24	30	0.1	-2	21	16	0.1
CCC(Sc1ncccc1C(=O)OCCN1CCCC1=O)C(=O)NCc1ccco1 (stereo not given)
 : -2	1	2	-2	1.9	-10	-1	8	0.0
CC1=CC2=C(OC1N(C)C)c1cccc3cccc(c13)C2=O (stereo not given)
 : -2	9	14	2	1.2	-29	12	24	-1.2
COc1c(C)cc(C(=O)C2CCCN(C(=O)c3cc4nc(C)cc(C)n4n3)C2)cc1C (stereo not given)
 : 4	4	19	34	0.2	-6	9	11	-0.6
CCCn1c(SCC(=O)Nc2cccc(C(=O)OCC)c2)nnc1-c1ccoc1C
 : -2	20	10	11	-0.1	4	21	34	0.5
Cc1ccc(N(CC(=O)Nc2ccccc2C(=O)NCc2ccco2)S(=O)(=O)c2ccccc2)cc1C
 : -1	-2	-11	48	-0.2	-6	8	1	0.8
COCCN(C(=O)CSc1nncn1-c1ccccc1)c1c(N)n(Cc2ccccc2)c(=O)[nH]c1=O
 : -3	-3	30	62	0.0	34	7	-3	0.6
CC(=O)Nc1ccc(N2N=C(C)C(N=Nc3ccccc3)C2=O)cc1 (stereo not given)
 : -1	5	2	32	/	-18	9	9	-2.1
Cc1ccc2c(c1)nnn2C1CCN(S(=O)(=O)c2ccc(C(=O)N3CC(C)CC(C)C3)cc2)CC1 (stereo not given)
 : -3	9	7	64	-0.4	-3	15	6	-4.8
O=C(COC(=O)C1CCN(/C=C/C(=O)C(F)(F)F)CC1)Nc1ccccc1
 : 2	9	-5	27	-0.2	-34	7	6	1.7
CCn1c(C)nc2cc(C(=O)N/N=C/c3cccc(O)c3O)ccc21
 : -2	5	17	22	27	-6	0	13	-9.5
CCC(=O)Nc1cccc(NC(=O)c2ccccc2Br)c1
 : -3	1	11	7	-0.9	2	3	5	-0.2
C#CC[N+](C)(C)CC#Cc1ccc(Cl)cc1
 : 4	-3	9	20	0.3	-15	4	-1	1.1
Cc1ccc(NC(=S)N(N)CCO)cc1
 : -1	1	18	-2	4.2	-11	5	12	-0.8
COc1ccc(C2NC(=O)C(C)S2)cc1 (stereo not given)
 : -2	7	5	8	1.4	10	5	16	-0.7
CC1CC(C)CN(CC(O)COc2ccc3c(c2)CCC3)C1 (stereo not given)
 : 2	5	14	8	0.8	0	1	11	1.8
CCCCNc1nc(-c2ccccc2)cc(C(F)(F)F)c1C(N)=O
 : 1	5	14	-4	-0.2	-2	12	12	-0.5
Cc1cccc(NS(=O)(=O)c2ccc(C)c(C(=O)OCC(=O)Nc3cc(C)on3)c2)c1
 : -1	-8	7[5 µM]	5	0.3	2	9	-1	-1.0
O=C(CSc1nc2ccccc2c(=O)n1NC(=O)Cc1ccccc1)NCc1ccccc1Cl
 : 4	-3	13	-4	-0.1	-2	4	8	-1.1
CC1CCN(c2nc3c(c(=O)[nH]c(=O)n3C)n2CCSc2nc3ccccc3o2)CC1
 : 0	4	-4	30	-0.2	6	5	-12	-3.2
CCOCCCNC(=O)C(c1ccc(OC)cc1)N(Cc1cccs1)C(=O)CNC(C)=O (stereo not given)
 : 2	0	19	5	3.6	-2	14	12	-0.5

# Screens (PubChem BioAssay)
